Assay outcomes: PubChem BioAssay, several laboratories
SMARCA2 activ: activators of SMARCA2 function | activation, % at 9.1 µM | MG213 cells, MMTV-luciferase reporter, dexamethasone, overnight | AID 652017 | actives 1% (n = 370,000); in the data active = activation above about 7.8%;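 also: 0% = vehicle wells and 100% = reference activator wells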
Rev-erbA mod: modulators of human Rev-erb alpha DNA binding. P20393. Rev-erbα–FITC-DNA binding, fluorescence polarization, 90 min. activity, % at 10 µM. actives 0.79% (n = 370,000). AID 1259318;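 active = activity above about 14%, limit read from the data; passing the limit was not always enough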;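 also: 0% = DMSO wells with 35 nM protein and 100% = DMSO wells with 750 nM protein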
Target sequence (P20393 whole entry, looked up): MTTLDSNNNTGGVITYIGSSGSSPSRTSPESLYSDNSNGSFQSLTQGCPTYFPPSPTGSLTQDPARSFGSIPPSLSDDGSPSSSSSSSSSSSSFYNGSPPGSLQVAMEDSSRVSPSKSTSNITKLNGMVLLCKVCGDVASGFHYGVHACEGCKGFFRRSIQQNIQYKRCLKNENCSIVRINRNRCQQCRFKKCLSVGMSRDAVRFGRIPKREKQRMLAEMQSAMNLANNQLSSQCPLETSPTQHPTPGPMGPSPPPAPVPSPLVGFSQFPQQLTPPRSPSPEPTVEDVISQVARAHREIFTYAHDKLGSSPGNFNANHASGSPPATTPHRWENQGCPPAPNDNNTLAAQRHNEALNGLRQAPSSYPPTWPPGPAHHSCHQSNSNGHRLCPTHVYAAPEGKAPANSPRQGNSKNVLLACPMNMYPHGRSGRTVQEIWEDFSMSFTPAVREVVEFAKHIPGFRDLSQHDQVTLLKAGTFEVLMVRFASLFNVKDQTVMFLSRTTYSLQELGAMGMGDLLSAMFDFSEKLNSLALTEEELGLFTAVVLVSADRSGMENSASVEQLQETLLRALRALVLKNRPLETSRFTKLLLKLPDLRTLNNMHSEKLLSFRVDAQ
ssDAF12 agonist: S. stercoralis DAF-12 activation, primary screen; HEK293 ssDAF-12/GRIP1 lit1-tk-luc reporter, luminescence; % of 3 µM dafachronic acid response; activation, % at 6.8 µM; actives 1% (n = 370,000);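 active = activation above the mean over all tested compounds plus 3 SD, cut at about 0.9% in these data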;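 also: 0% = DMSO-only wells and 100% = 3 µM delta7-dafachronic acid wells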
hcDAF12 agonist: activates DAF-12 receptor from parasite H. contortus | HEK293 hcDAF-12 lit1-tk-luc reporter, luminescence; 0% DMSO, 100% Δ7-dafachronic acid | activation, % at 6.8 µM | actives 1.4% (n = 370,000);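 active = activation above the mean of all tested compounds plus 3 SD, cut at about 5.5% in these data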;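 also: 100% = response to 3 µM Δ7-dafachronic acid high control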
DAX1 inh-1: inhibitors of DAX1 repression of SF-1 activated StAR promoter; HEK293T StAR-luciferase reporter, SF-1/DAX-1 repression relief; inhibition, % at 6.8 µM; actives 1.1% (n = 370,000); AID 652010;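 active = inhibition above the mean over all tested compounds plus 3 SD, cut at about 3.6% in these data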;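 also: 0% = DAX-1 cells with DMSO and 100% = cells lacking DAX-1 with DMSO; higher inhibition means more luminescence from relief of DAX-1 repression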
PG9 Ab binder: PG9 antibody binding by small molecule. TR-FRET gp120-PG9 antibody binding. inhibition, % at 6.7 µM. actives 0.43% (n = 360,000). AID 624416; in the data active = inhibition above about 8.5%
PLCb3 inh: inhibitors of human phospholipase C beta3; actives 0.18% (n = 370,000); Q01970; Purified PLC-beta3, fluorogenic substrate, fluorescence; inhibition, % at 12.2 µM; in the data active = inhibition above about 11%;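 also: 0% = median of compound wells on plate and 100% = full blocker control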
DAX1 inh-2: inhibits human nuclear receptor DAX1; P51843; HEK293 Gal4-DAX1 luciferase reporter, luminescence; inhibition, % at 6.75 µM; actives 0.99% (n = 340,000); AID 504766;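 active = inhibition above the mean over all tested compounds plus 3 SD, cut at about 4.2% in these data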;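 also: 0% = DAX1-transfected cells with DMSO and 100% = empty-vector control cells with DMSO; inhibition shows as a rise in luminescence from relieved DAX1 repression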
Target sequence (P51843 207-470 limits assumed): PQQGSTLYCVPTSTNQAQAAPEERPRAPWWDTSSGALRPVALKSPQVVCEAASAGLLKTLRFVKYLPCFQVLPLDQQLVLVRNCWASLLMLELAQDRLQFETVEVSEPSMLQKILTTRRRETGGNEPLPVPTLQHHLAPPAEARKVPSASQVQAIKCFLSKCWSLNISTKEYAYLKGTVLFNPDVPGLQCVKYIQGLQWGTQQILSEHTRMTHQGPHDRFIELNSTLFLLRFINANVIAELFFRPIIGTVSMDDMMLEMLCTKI
HGIII-sPLA2 inh: Inhibits HGIII-sPLA2 liposome hydrolysis, primary screen | QFRET BODIPY PC-A2 liposome hydrolysis, fluorescence | AID 743126 | inhibition, % at 12.2 µM | Q9NZ20 | actives 0.56% (n = 370,000);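 active = inhibition above mean plus 3 SD of compounds lying within the high and low control bounds, cut at about 19% in these data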;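 also: 0% = median of test compound wells and 100% = no enzyme DMSO wells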
hgDAF12 agonist: hgDAF-12 agonism, primary luciferase screen. HEK293 GAL4-hgDAF12 UAS-luciferase reporter, agonist luminescence; normalized to butyrate control. activation, % at 6.8 µM. actives 1.8% (n = 370,000);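 active = activation above a cutoff set at the mean of all screened compounds plus 3 SD, cut at about 10% in these data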;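 also: 0% = DMSO wells and 100% = sodium butyrate wells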
GAA850 FXN act: activators of GAA850 frataxin (FXN) promoter. HEK293 lucGAA850 FXN promoter luciferase reporter, 24 h; percent of 10 µM SAHA response. activation, % at 6 µM. actives 0.56% (n = 360,000);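 active = activation above the average of all compounds screened plus 3 SD, cutoff fixed separately per campaign, cut at about 7.5% in these data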;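 also: 0% = DMSO wells and 100% = 10 µM SAHA wells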
Starred values were filed as active, the others as inactive; nt = not tested or not shown; & = joins results of further samples. Rows were taken by chance. About 7% of those tested had a hit in this group.

SMILES | SMARCA2 activ | Rev-erbA mod | ssDAF12 agonist | hcDAF12 agonist | DAX1 inh-1 | PG9 Ab binder | PLCb3 inh | DAX1 inh-2 | HGIII-sPLA2 inh | hgDAF12 agonist | GAA850 FXN act
CCCCN(C(=O)c1ccc2c(c1)S(=O)(=O)N=C1CCCCCN12)c1c(N)n(CC(C)C)c(=O)[nH]c1=O | -2 | -5 | -0.4 | -1.1 | 0.7 | 0.8 | -7 | 0.3 | 18 | 0.0 | 2.5
CCCCNC(=O)NS(=O)(=O)c1ccc(C)cc1 | -3 | 2&-5 | -1.1 | -0.4 | 1.6 | -0.4 | 2 | -1.6 | 1 | 0.6 | -0.1
O=C(N1CCOCC1)N1c2ccccc2Sc2ccccc21 | 1 | -5 | -1.6 | -2.6 | -1.3 | 0.2 | 0 | -2.1 | -3 | -1.7 | 0.6
COc1ccc(C)cc1NC(=O)COC(=O)c1ccc([N+](=O)[O-])o1 | -2 | -2 | -1.9 | 3.5 | 0.5 | -1.7 | 1 | 0.0 | 2 | -0.2 | 1.1
CCS(=O)(=O)N1CCN(c2ncnc3sc(C)c(C)c23)CC1 | -4 | -1 | -1.6 | -2.3 | 0.0 | -0.2 | 1 | 0.7 | 4 | -1.3 | 0.5
CCc1cc(=O)oc2cc(OC(C)C(=O)NCC(O)c3ccccc3)c(Cl)cc12 (centres undefined) | 4 | 3 | -1.7 | 0.1 | -1.3 | -0.6 | -21 | 0.0 | 1 | -0.4 | 2.1
CC(=O)O/N=C(/c1nonc1N)N(C)C | 1 | 2 | -1.7 | -0.8 | -0.5 | -1.2 | 2 | 0.0 | -1 | -2.5 | 1.6
CN=C1SC(CC(=O)Nc2cccc(C(F)(F)F)c2)C(=O)N1C (centres undefined) | -4 | -2 | -1.1 | -1.9 | -0.7 | 1.4 | -2 | -0.4 | -3 | -3.0 | 0.5
Cc1csc2nc(CNC(=O)CCC(=O)O)cn12 | 0 | 4 | -0.8 | 1.4 | -0.3 | -3.0 | 3 | 0.9 | 3 | -0.2 | -0.2
COc1ccc(NC(=O)C(=O)NCCN2CCN(C(=O)C(c3ccccc3)c3ccccc3)CC2)cc1 | -3 | 0 | -0.8 | -0.8 | -0.1 | 1.4 | 0 | 1.0 | -1 | 1.2 | 1.1
Cc1cc(NS(=O)(=O)c2ccc(NC(=O)c3cc(-c4ccccc4Cl)nc4ccccc34)cc2)no1 | 5 | -6 | -0.6 | -0.9 | 0.4 | -1.8 | 3 | -0.4 | -76 | -1.8 | 3.5
Cc1ccc(S(=O)(=O)NCc2ccccc2)cc1C(=O)N1CCCCC1 | -3 | 4 | -1.0 | -0.9 | -0.8 | -0.2 | -4 | 0.2 | 3 | -2.2 | -1.0
COC(=O)NN1C(=O)C(c2ccccc2)=C(c2ccc(Cl)cc2)C1=O | 3 | 2 | -1.4 | -3.3 | -0.3 | -1.0 | -7 | 0.9 | -7 | 0.2 | -0.3
Cc1ccc(NC(=O)CCN2C(=O)c3ccncc3C2=O)cc1 | 5 | 2 | -0.9 | -1.5 | -0.2 | 0.9 | 5 | 0.1 | 6 | -1.3 | 2.0
O=C(NCc1ccc(F)cc1)c1nc(-c2cccs2)no1 | 0 | -3 | -0.3 | -1.2 | -0.1 | -0.8 | 6 | 0.2 | -1 | -0.5 | -0.1
CC/C(=N\NC(=O)c1ccc2c(c1)OCO2)C12CC3CC(CC(C3)C1)C2 | 2 | 5 | -0.8 | 2.7 | -0.8 | -0.3 | 2 | 1.2 | -1 | 6.1 | 0.1
NS(=O)(=O)c1cccc(NC(=O)COc2ncnc3c2cnn3-c2ccccc2)c1 | 0 | 0 | -0.7 | -0.2 | -0.6 | 1.1 | -10 | 1.0 | -14 | 3.5 | 0.6
O=C(OC12CCCN(C1)/C(=C/c1cccc(Cl)c1)C2)c1ccccc1 (centres undefined) | -3 | -1 | -1.3 | 0.2 | -0.4 | nt | -1 | nt | -8 | 1.6 | nt
COc1ccccc1/C=C/C=N\N1CCN(Cc2ccccc2Cl)CC1 | 0 | -3 | -1.1 | -0.1 | -1.1 | -1.4 | -5 | -1.7 | 7 | -1.5 | -2.5
COc1ccc(OCCSc2nnc(CCNC(=O)c3ccc(OC)cc3)n2C)cc1 | -3 | 4 | -0.9 | -1.1 | -0.6 | 0.4 | -2 | -0.2 | -1 | 1.3 | -0.4

Full records, quoted from the list. Values in the order: SMARCA2 activ	Rev-erbA mod	ssDAF12 agonist	hcDAF12 agonist	DAX1 inh-1	PG9 Ab binder	PLCb3 inh	DAX1 inh-2	HGIII-sPLA2 inh	hgDAF12 agonist	GAA850 FXN act
`Cc1ccc(NC(=O)CCN2C(=O)c3ccncc3C2=O)cc1` as listed: 5	2	-0.9	-1.5	-0.2	0.9	5	0.1	6	-1.3	2.0
`COc1ccc(OCCSc2nnc(CCNC(=O)c3ccc(OC)cc3)n2C)cc1` as listed: -3	4	-0.9	-1.1	-0.6	0.4	-2	-0.2	-1	1.3	-0.4
`CC/C(=N\NC(=O)c1ccc2c(c1)OCO2)C12CC3CC(CC(C3)C1)C2` as listed: 2	5	-0.8	2.7	-0.8	-0.3	2	1.2	-1	6.1	0.1
`Cc1ccc(S(=O)(=O)NCc2ccccc2)cc1C(=O)N1CCCCC1` as listed: -3	4	-1.0	-0.9	-0.8	-0.2	-4	0.2	3	-2.2	-1.0
`COC(=O)NN1C(=O)C(c2ccccc2)=C(c2ccc(Cl)cc2)C1=O` as listed: 3	2	-1.4	-3.3	-0.3	-1.0	-7	0.9	-7	0.2	-0.3

Two compounds from above, showing only hgDAF12 agonist and PLCb3 inh:
| SMILES | hgDAF12 agonist | PLCb3 inh |
| --- | --- | --- |
| COc1ccccc1/C=C/C=N\N1CCN(Cc2ccccc2Cl)CC1 | -1.5 | -5 |
| COc1ccc(OCCSc2nnc(CCNC(=O)c3ccc(OC)cc3)n2C)cc1 | 1.3 | -2 |

Carrying on.
SMILES | SMARCA2 activ | Rev-erbA mod | ssDAF12 agonist | hcDAF12 agonist | DAX1 inh-1 | PG9 Ab binder | PLCb3 inh | DAX1 inh-2 | HGIII-sPLA2 inh | hgDAF12 agonist | GAA850 FXN act
COc1ccc(S(=O)(=O)N2CCOC2CNC(=O)C(=O)NCc2ccc3c(c2)OCO3)cc1OC (centres undefined) | 0 | -9 | -1.2 | -2.7 | -2.2 | -0.7 | -7 | -0.8 | 4 | -1.5 | -1.7
NS(=O)(=O)c1ccc(CCNC(c2ccccc2)c2ccccc2)cc1 | -2 | -1 | -0.9 | 1.3 | -0.7 | -2.2 | -3 | -0.9 | -15 | -2.2 | -0.1
CC1(C)C2CCC1(C)C(NCC(O)COc1ccc(C#N)cc1)C2 (centres undefined) | 0 | 2 | -1.1 | -2.0 | 0.1 | -2.2 | -26 | 0.2 | -2 | 0.2 | -0.7
CC(C)C(=O)N1CCCC1(C)C(=O)Nc1ccc(F)cc1 (centres undefined) | 2 | -8 | -1.6 | -1.2 | -0.5 | -2.2 | 2 | nt | -3 | -3.2 | 1.4
CCc1ccc(S(=O)(=O)NCc2cn3ccccc3n2)s1 | -1 | 4 | -1.5 | -1.7 | -0.1 | -0.7 | 5 | -2.0 | 2 | -0.8 | 1.6
COc1cc(CC(=O)OCC(=O)Nc2ccc([N+](=O)[O-])cc2)cc(OC)c1OC | 3 | -2 | -1.7 | -1.4 | -0.7 | -2.0 | 2 | 0.5 | -5 | -2.6 | -1.1
COc1ccc(C(C)=O)cc1CSc1nnc(SCc2cc(C(C)=O)ccc2OC)s1 | 2 | -1 | -0.7 | -0.1 | 0.6 | -3.2 | -13 | nt | -1 | 1.6 | nt
O=C(NCCCN1CCOCC1)c1cc(S(=O)(=O)N2CCCCC2)ccc1Cl | -2 | 12 | -1.6 | -1.2 | -0.4 | -1.1 | -5 | -0.3 | 4 | 0.6 | 1.2
CCc1nnc(NS(=O)(=O)c2ccc(NC(=O)c3ccc(Br)cc3)cc2)s1 | -1 | -4 | -1.5 | 0.4 | -0.4 | -1.1 | -5 | 0.6 | -55 | -0.8 | 0.7
Cc1ccccc1S(=O)(=O)N(C)C[C@@H]1OCc2cnnn2CCCC(=O)N([C@@H](C)CO)C[C@H]1C | -2 | 0 | -0.9 | 0.1 | 0.6 | -1.5 | -5 | 0.9 | 8 | -0.3 | -1.0
COc1ccccc1NC(=O)CN1C(=O)COc2ccc(S(=O)(=O)N3CCC(C)CC3)cc21 | -2 | 4 | -1.0 | 0.9 | -0.1 | -2.0 | -5 | 0.1 | 1 | -0.4 | -0.7
O=S(=O)(NCCN1CCCC1)c1cccc2cccnc12 | 0 | 2 | -0.9 | 0.4 | -0.6 | 0.4 | 0 | 1.7 | -1 | 2.4 | 0.5
Cc1nnc2ccc(-c3cccc(NS(=O)(=O)c4ccccc4[N+](=O)[O-])c3)nn12 | 6 | -8 | -0.9 | 0.2 | 1.4 | -0.8 | -2 | 1.9 | -2 | -3.0 | 2.3
Cc1ccc(C(=O)CCC(=O)OCc2nnc(-c3ccccc3)o2)cc1 | 2 | -4 | -1.2 | 0.4 | 1.1 | 1.4 | -9 | 1.3 | -12 | 1.2 | 1.2
CCN1C(=O)/C(=C/c2cc(C)n(C)c2C)SC1=Nc1ccc(OC)cc1 | 2 | -6 | -0.8 | -1.3 | -0.4 | 0.1 | 1 | 0.1 | -2 | -1.2 | 9.9*
CCCCN(CCCC)CCNC(=O)c1ccc2nc(-c3ccccc3NC(C)=O)c(=O)[nH]c2c1 | -2 | 5 | -1.4 | -1.1 | 0.5 | 2.6 | -5 | 0.9 | 7 | -3.6 | -2.5
Cc1ccc(NC(=O)Cn2cnc3c(nnn3Cc3ccc(F)cc3)c2=O)cc1 | -6 | -3 | -0.3 | -0.8 | -0.6 | -2.3 | -2 | -0.4 | 3 | -1.4 | 0.9
COc1cccc(CN(CC2CCCO2)S(=O)(=O)c2ccc(S(=O)(=O)NCC3CCCO3)cc2)c1OC (centres undefined) | 1 | 0 | 0.0 | -1.2 | -0.6 | -0.5 | 4 | -0.8 | -9 | -1.5 | 0.5
Nc1nc(SCc2ccccc2)ns1 | 7 | -2 | -0.5 | 1.1 | 0.9 | -0.3 | 8 | 1.3 | 2 | 5.5 | 5.2
